Screening data (PubChem BioAssay)
MC4R antagonist: antagonists of human melanocortin 4 receptor (MC4R). P32245. MC4R-expressing cells, MTII-stimulated cAMP, LANCE TR-FRET. inhibition, % at 6.5 µM. actives 0.48% (n = 360,000). AID 540295;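 active means inhibition above its plate's cutoff, the mean of tested wells on that plate plus 3 SD, cut at about 29% in these data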;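 further: 0% = Melanotan II alone and 100% = Melanotan II plus saturating MCL0020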
Target sequence (P32245 whole entry, looked up): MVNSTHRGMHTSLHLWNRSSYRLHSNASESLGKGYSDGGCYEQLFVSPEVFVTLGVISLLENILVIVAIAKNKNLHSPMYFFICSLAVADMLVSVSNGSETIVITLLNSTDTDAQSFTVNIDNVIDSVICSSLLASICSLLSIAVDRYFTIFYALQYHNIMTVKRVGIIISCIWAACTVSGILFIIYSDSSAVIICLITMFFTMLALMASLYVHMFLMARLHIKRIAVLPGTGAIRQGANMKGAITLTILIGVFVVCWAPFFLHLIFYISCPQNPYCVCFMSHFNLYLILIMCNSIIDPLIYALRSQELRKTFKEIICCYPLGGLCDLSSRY
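material = U2OS cells stably expressing human melanocortin 4 receptor (MC4R) | also added = Melanotan II challenge | dosing = single nominal compound dose of 6.5 µM | detection = TR-FRET with Eu-cAMP and labeled anti-cAMP, 671 nm | replication = singlicate | timing = compound 30 min, challenge 1 h, detection 1 h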
Vif imaging: HIV Vif inhibition; AID 602346; inhibition, % at 7.49 µM; actives 0.35% (n = 340,000); HEK293T cells, Vif self-association by quenched fluorescence, imaging, 24 h; in the data active means inhibition above about 50%, passing the limit was not always enough; inconclusive means no clear call, values can overlap the other calls; inactive means below about 31%; further: some results filed as inactive read as strong as hits
Glyco luc inh: blocks N-linked glycosylation in D54 reporter cells | AID 588692 | reporter increase, % at 12.5 µM | actives 0.23% (n = 360,000) | D54 ERlucT glycosylation luciferase reporter, 24 h; percent of 100 nM tunicamycin response;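 active means mean luciferase reporter signal, scaled so untreated is 0 and the glycosylation-blocking control 100, at or above a set limit in every replicate; inconclusive means mean reaches the limit but not every replicate does; inactive means mean below the limit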;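 further: luciferase carries N-glycosylation sites so blocking glycosylation raises the light; 0% = median of neutral control wells and 100% = median of 100 nM tunicamycin wells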
ABHD5-PLIN5 inh: ABHD5-PLIN5 protein interaction inhibition. Split G. princeps luciferase complementation, luminescence, 4 h. inhibition, % at 4 µM. AID 602281. actives 0.78% (n = 360,000). Q00G26+Q8WTS1;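 active means inhibition above the mean inhibition across every tested compound plus 3 SD, cut at about 22% in these data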;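 further: 0% = DMSO only wells and the 100% control is not disclosed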
TLR9-MyD88 block: blocks human TLR9 binding to MyD88; actives 0.21% (n = 340,000); inhibition, % at 4.98 µM; Q9NR96+Q99836; CHO BLA complementation TLR9-MyD88, CCF4 FRET ratio;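 active means inhibition above the mean over all tested compounds plus 3 SD, cut at about 21% in these data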;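 further: 0% = DMSO only wells and 100% = clavulanate BLA inhibitor control wells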
aDG glyco up: increases alpha dystroglycan glycosylation | Pro5-aDG cells, alpha-DG glycosylation AlphaScreen (IIH6); 0% Pro5, 100% B10-LARGE cell signal | activation, % at 10 µM | actives 0.22% (n = 360,000) | AID 624168;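 active means activation of at least 8% versus controls, or a plate z-score of at least 8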;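 further: Pro5 are CHO cells carrying HIG-tagged alpha-DG that lacks glycosylation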
MC4R barr agon: activates human MC4R beta-arrestin recruitment; actives 0.98% (n = 360,000); activation, % at 8.9 µM; P32245; U2OS MC4R beta-arrestin complementation, luminescence; percent of melanotan II response, DMSO zero;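 active means activation above a per-plate cutoff, the mean activation of sample wells on that plate plus 3 SD, cut at about 8% in these data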
NOD2 RIPK2 PPI: blocks binding of human NOD2 to RIPK2; O43353; CHO BLA complementation NOD2-RIPK2, CCF4 ratio; inhibition, % at 4.98 µM; actives 0.38% (n = 360,000); in the data active means inhibition above about 21%;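 further: 0% = vehicle only and 100% = reference blocker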
Target sequence (O43353 whole entry, looked up): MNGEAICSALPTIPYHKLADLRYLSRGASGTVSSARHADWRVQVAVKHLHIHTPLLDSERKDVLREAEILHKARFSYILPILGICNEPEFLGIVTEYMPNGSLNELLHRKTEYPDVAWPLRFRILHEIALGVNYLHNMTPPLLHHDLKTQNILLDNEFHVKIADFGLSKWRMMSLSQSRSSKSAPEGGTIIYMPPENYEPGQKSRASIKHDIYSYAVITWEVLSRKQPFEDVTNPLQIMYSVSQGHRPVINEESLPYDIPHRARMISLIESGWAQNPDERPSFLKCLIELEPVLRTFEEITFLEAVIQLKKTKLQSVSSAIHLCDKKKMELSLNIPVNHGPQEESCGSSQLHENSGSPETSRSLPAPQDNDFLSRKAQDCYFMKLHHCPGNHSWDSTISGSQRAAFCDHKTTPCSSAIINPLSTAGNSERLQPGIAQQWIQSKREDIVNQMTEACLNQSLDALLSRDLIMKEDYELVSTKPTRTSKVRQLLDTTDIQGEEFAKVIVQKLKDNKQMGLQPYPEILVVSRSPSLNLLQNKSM
ABCB6 inh 2: human ABCB6 transporter inhibition; Q9NP58; AID 602162; K562-ABCB6 porphyrin accumulation, flow cytometry, 1 h; stronger effect = lower value; fluorescence ratio to DMSO, % at 10 µM; actives 0.19% (n = 360,000);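 active means fluorescence ratio to DMSO below 75%, the collection mean minus 3 SD; inconclusive means too few cells collected in the well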;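 further: signal is porphyrin accumulated inside mitochondria; 100% equals median channel fluorescence of DMSO control wells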
Granule exo inh: lytic granule exocytosis inhibition | TALL-104 LAMP-1 surface exposure, flow cytometry; cells stimulated with thapsigargin and PMA | inhibition, % at 10 µM | actives 0.66% (n = 360,000) | AID 651702;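 active means inhibition above about 55%, limit read from the data; inconclusive means no clear call, values can overlap the other calls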
Active calls of the source: *; ? = inconclusive; / = no result given.

Every second line gives: MC4R antagonist, Vif imaging, Glyco luc inh, ABHD5-PLIN5 inh, TLR9-MyD88 block, aDG glyco up, MC4R barr agon, NOD2 RIPK2 PPI, ABCB6 inh 2, Granule exo inh
Cc1ccc2nsnc2c1NC(=O)c1ccc([N+](=O)[O-])cc1
→ 0, 2, -3, -1, -5, 0.0, -3.2, -4, 98, -2
Cc1cc2oc(=O)c3c(c2cc1OC(=O)c1ccco1)CCCC3
→ -4, 13, 3, 5, -5, 0.0, 0.9, -26, 94, -1
COc1ccc(NC(=O)CSc2nc(O)cc(=O)[nH]2)c(OC)c1
→ 17, 3, 0, 1, -5, 0.0, 3.3, 1, 102, -1
O=C1OC(c2ccccc2)=N/C1=C\C=C\c1ccco1
→ -12, /, 3, 39*, 11, -0.5, -1.5, 0, 100, -1
C[C@H](NS(=O)(=O)c1ccc(Cl)cc1)C(=O)OCC(=O)NCCc1ccc(S(N)(=O)=O)cc1
→ 7, 1, 1, 2, 4, -0.2, -0.3, -8, 94, 9
COc1cc(/C=C/C(=O)N[C@@H](Cc2c[nH]c3ccccc23)C(=O)O)ccc1O
→ -2, 0, -1, -8, 5, 0.0, -2.3, 5, 97, 3
COc1ccc(S(=O)(=O)N(C)C[C@H]2OCc3cnnn3CCCC(=O)N([C@@H](C)CO)C[C@H]2C)cc1
→ -3, -6, 1, 1, -9, 0.1, 0.5, -10, 105, 27
COc1cc(OC)nc(NC(=O)NS(=O)(=O)c2ccc(OC(F)(F)F)cc2)n1
→ -5, /, 0, -5, 8, -0.1, -3.9, -6, 89, 1
O=C(c1ccco1)N1CCN(c2c(-c3ccccc3)c3cc(Cl)ccc3[nH]c2=O)CC1
→ 24, -4, 6, 14, 8, 0.2, 4.8, 7, 105, -5
CCOc1ccc(Oc2nc(C)cc(OC)n2)nn1
→ 9, -9, 2, -9, -1, 0.5, -1.1, 3, 100, 16
CCCCn1c(SCC(=O)c2ccc3c(c2)OCCO3)nnc1-c1ccco1
→ 21, /, 2, -2, -4, 1.0, 1.0, -2, 83, 3
CCCCCCCCCC(=O)N1c2ccccc2NC(=O)C1CC(=O)Nc1ccc(C(=O)O)cc1 (stereo unspecified)
→ 12, -1, -1, -2, -4, 0.0, -0.1, 0, 94, 5
O=C(CC(NS(=O)(=O)c1ccc(Cl)cc1)c1ccco1)N1CCc2ccccc21 (stereo unspecified)
→ 8, -2, -4, -5, -5, 0.3, 7.9, 2, 99, 2
Cc1ccccc1-c1nnc(SCC(=O)NC2CCS(=O)(=O)C2)n1C (stereo unspecified)
→ 1, -3, 1, 3, -8, 0.0, -1.2, 10, 99, 2
Cn1c(/C=N/c2nc3ccccc3[nH]2)nc2ccccc21
→ -6, -1, 11, 5, 4, 0.4, 0.1, -11, 102, 0
CN(CC(=O)Nc1cccc(F)c1)C(=O)CN1C(=O)NC2(CCCCC2)C1=O
→ -8, 0, 1, -5, -7, 0.1, 1.7, -27, 103, 4
COc1ccc(-c2noc(C3CCCN(C(=O)c4ccc(C)cc4)C3)n2)cc1 (stereo unspecified)
→ -1, 0, -5, -2, -1, 0.3, 0.4, 2, 95, -1
COc1ccc(OC)c(NC(=O)Cc2ccc(NC3=NC4CS(=O)(=O)CC4S3)cc2)c1 (stereo unspecified)
→ 6, -4, 1, 4, 3, 1.2, -0.9, 2, 264, -3
CC(=O)c1c(C)oc2ccc(N(C(C)=O)S(=O)(=O)c3cccc4cccnc34)cc12
→ -3, -4, -2, -7, -5, 2.1, -0.1, 4, 92, -3
Cc1c(Cl)c([N+](=O)[O-])nn1CC(=O)NCc1ccc(Cl)cc1
→ 8, -7, 2, -13, -21, -0.1, 0.6, 6, 103, 0
O=C(Nc1ccnn1C1CCN(Cc2ccc(CO)o2)CC1)c1ccc2c(c1)OCO2
→ 9, -2, 2, 2, -7, -0.1, -2.0, -6, 102, -14
Cc1c(O)ccc(C(=O)CN2CCN(Cc3ccccc3)CC2)c1O
→ 0, -6, 1, -3, 4, 4.2, -2.5, 1, 105, 0
O=C(NC1CCCC1)C(c1ccncc1)N(C(=O)c1csnn1)c1ccc(Cl)cc1 (stereo unspecified)
→ 1, -6, 1, 0, 8, 0.1, -0.5, -5, 98, 14
COC(=O)[C@H](CC(C)C)NS(=O)(=O)N[C@@H](CC(C)C)C(=O)OC
→ 8, -9, -1, -4, 1, -0.1, 0.8, -2, 103, 0
CC(=O)Nc1ccc(/C=C/c2nc3ccccc3o2)cc1
→ 2, -1, -14, -3, 0, 0.0, -1.2, 1, 98, 14
CC1(C)CCN(Cc2ccccc2)C1CC#N (stereo unspecified)
→ 5, 1, 1, 8, -15, 0.1, -0.6, -13, 83, 2
CCOC(=O)C1=C(COC(=O)COc2ccccc2C=O)NC(=O)NC1C (stereo unspecified)
→ -4, 1, 1, 1, -5, 0.1, 0.8, -9, 98, -3
Cc1ccccc1OCCC(=O)OCC(=O)NC1CCCC1
→ 2, -1, 1, 8, -4, -0.2, -3.8, 0, 100, 1
O=C(Nc1ccc(N=Nc2ccccc2)cc1)c1ccccc1Cl
→ 6, -3, -8, -6, -1, -0.1, 9.5*, -7, 97, -12
COc1ccc(N(CC(=O)NC2CCCC2)C(=O)c2ccc(C)s2)cc1OC
→ -3, 4, -1, -5, -2, 0.2, -1.5, -1, 97, -6
CNC(=O)OCc1nc(SC2CCCCO2)n(C)c1COC(=O)NC (stereo unspecified)
→ /, -5, 3, 7, /, 0.0, /, -1, 99, -2
O=C(NCc1ccccc1)c1ccc2c(=O)[nH]c3c(C(=O)NCC4CCCO4)sc(=S)n3c2c1 (stereo unspecified)
→ -8, 3, 1, 3, 5, 0.3, -0.2, -7, 90, 18
O=[N+]([O-])c1ccc(Cl)c(/C=N/NC(=S)Nc2ccccc2)c1
→ -3, 11, -1, 3, 7, -0.1, 0.8, -4, 98, -2
CC(C)(C)N1C(=O)[C@H]2[C@@H](c3ccc(Br)cc3)N3C(=O)N(c4ccc(Br)cc4)C(=O)[C@@]3(Cc3ccccc3)[C@H]2C1=O
→ 23, 3, -2, 0, 1, 0.2, -0.8, 0, 97, 0
CCCCNS(=O)(=O)c1ccc2c(c1)oc(=O)n2CC(=O)OCC
→ 4, 14, 2, 6, -6, -0.1, -0.1, -10, 102, -2
O=C(CSc1nc(=O)n(CCCN2CCOCC2)c2c1CCCC2)Nc1ccc(F)cc1F
→ 6, -1, -4, 1, 1, 0.2, -2.8, -13, 98, 6
CCC(CC)C(=O)c1c[nH]c(C(=O)NCCOC)c1
→ 8, 18, 1, 5, -6, 0.8, -1.6, -9, 101, 6
CCOC(=O)c1c(NC(=O)CSc2ncn[nH]2)sc(C(=O)NC)c1C
→ 0, -7, 5, 2, -5, -0.1, -4.3, 4, 100, 9
Cn1c(COc2ccc(Cl)cc2)nnc1SCC(=O)Nc1ccc2c(c1)CCC2
→ 7, 0, -2, -3, 1, -0.1, 1.0, 2, 95, ?
CC1CCN(C(=O)COc2ccc(S(=O)(=O)N3CCOCC3)cc2)CC1
→ 4, 0, 1, -9, -2, -0.1, -2.2, -5, 96, -3
O=C(Cn1nnc(-c2ccc(Cl)cc2)n1)NCC1CCCCC1
→ 6, 1, 1, -1, -3, 0.1, 3.8, -4, 100, -1
Cc1ccc([N+](=O)[O-])cc1Nc1nc(N2CCCC2)nc(N2CCCC2)n1
→ 5, 1, 2, -4, 1, -0.1, 0.5, 1, 99, 5
O=C(NCCCCl)C1CC(=O)N(CCc2ccc(F)cc2)C1 (stereo unspecified)
→ 3, 4, 3, -3, 11, -0.1, -1.1, 1, 96, -7
CCOC(=O)C1(Cc2cccc(F)c2)CCN(C(=O)C2CCOCC2)CC1
→ 4, 25, 2, 5, 0, 0.0, -0.6, -13, 98, -1
COc1ccc(-c2nn(C)c(=O)c3ccccc23)cc1NC(=O)Cn1nc(-c2ccccc2)c2ccccc2c1=O
→ -3, -3, -1, 9, -9, -0.1, -3.0, -11, 95, 8
c1ccc(CNC2CC3CCC2C3)cc1 (stereo unspecified)
→ -4, 7, 1, -4, 1, 0.0, -2.5, -10, 99, -1
COc1ccc2nc(SCc3ccccc3C)nc(C)c2c1
→ -20, -1, -5, -11, 2, 0.4, -2.9, -12, 98, -2
O=C(/C=C/c1ccccc1)Nc1ccc2c(c1)C(=O)NC2=O
→ 5, 1, -1, -10, 2, 0.6, 3.4, -9, 97, 3
CC1=C(C)/C(=N/OC(=O)c2cccc([N+](=O)[O-])c2)C=CC1=O
→ 2, 8, -4, 0, -7, 0.1, -1.1, 4, 98, -1
COC(=O)c1sc2nc3c(c(-c4cccs4)c2c1N)CCCC3
→ -1, 12, 1, -2, -10, 0.5, 0.4, 2, 103, -2
CC(C)(C)N(Cc1ccccc1)C(=O)COC(=O)c1ccc(Br)o1
→ 8, /, -1, 12, 1, 0.3, -0.4, 1, 98, 4
O=C(c1ccco1)N1CCN(C(=O)c2[nH]ncc2[N+](=O)[O-])CC1
→ -10, -2, 2, 15, -9, 0.2, 0.2, 1, 97, 6
CN(C)C1=NCCN1CCc1ccc(F)cc1
→ 2, -1, 3, -6, -1, -0.1, -0.9, -5, 91, 2
Cc1ccc(C(=O)Cc2cc3ccccc3oc2=O)c(C)c1
→ 2, -1, -5, 5, 6, 0.1, 1.2, -6, 101, -7
COCC(C)NC(=O)CSc1nc2ccccc2n1CCc1ccccc1 (stereo unspecified)
→ -5, -2, 1, 3, 0, 0.2, -0.8, -8, 111, -1
COc1cc(-c2cc(C(=O)O)c3cc4c(cc3n2)OCCO4)cc(OC)c1OC
→ 1, -2, -2, 3, -8, 0.2, -0.6, -19, 107, 1
CCOC(=O)c1nnn(-c2nonc2N)c1CNc1ccccc1
→ -2, 3, 5, -2, -10, 0.2, -0.8, -3, 102, -2

This is a subset; count on the stated rates, not on these rows.
